FEN1 inh: blocks human flap endonuclease 1; P39748; Recombinant FEN1 flap cleavage, fluorescence, 15 min; Potency, µM (doses to about 114 µM), for the others: at the highest dose activity change, negative = inhibition, actives largely listed as inhibitors; actives 0.35% (n = 390,000); active = well fitted inhibition curve with a large enough effect; inconclusive = small, poorly fitted or top-dose-only effect; inactive = no such curve, though single readings can be large or run the other way; note: nearly all actives have a fitted effect of over 65% in size
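FEN1 at 10 nM preincubated with compounds 15 min at room temperature, then flap DNA substrate added at 50 nM final. Signal read at 0 and 15 min; concentration-response fitted with four-parameter Hill equation.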
* = called active by the depositor; u = inconclusive; & = joins results of further samples. % is set by controls: 0 for no effect and ±100 for the full control effect; potency is the fitted concentration of half-maximal effect.

FEN1 inh,mol
-16.7%,CCCn1c(=O)n(C)c(=O)c2c(SCc3cc(C(C)=O)ccc3OCC)nc(C3CC3)nc21
4.2%,Cc1ccc(NC(=O)COc2ccc3oc4c(c3c2)CCCC4)cc1C
-1.9%,CCOC(=O)c1c(-c2ccc(OC)cc2)oc2ccc(OCc3ccc(F)cc3F)cc12
-2.0%,O=C(O)C1=C(C(=O)O)C2C=CC1C2
5.1%,COc1ccc(CNC(=O)c2cc(S(=O)(=O)N3CCCCC3)ccc2N2CCOCC2)cc1OC
u,O=C(C[N+]12CCCc3cccc(c31)CCC2)c1ccccc1
3.9%,COc1cc(OC)cc(-c2nnc(SCC(=O)N3c4ccccc4Sc4ccccc43)o2)c1
16.9%,NC(=O)CC(NC(=O)Cc1ccc(Br)cc1)c1ccc(NC2CCCCCCC2)c([N+](=O)[O-])c1 (stereo not drawn)
u,COc1cc(NCCCCCCN)c2ncccc2c1OC
0.7%,CN(C)CCN(Cc1ccco1)c1ccccn1
u,CCN(CC)c1ccc(N=C2C=CC(=O)C=C2NC(C)=O)cc1
15.6%,COC(=O)c1c(C)cccc1C1CN=NC12Cc1ccccc1C2=O (stereo not drawn)
-6.9%,Oc1ccc(C=NN=Cc2ccco2)c(O)c1
-2.5%,Cc1cccc(CN2[C@@H](CC(C)C)COCCS2(=O)=O)c1
-1.1%,Cc1nc(Cc2ccccc2)sc1CC#N
0.0%,O=[N+]([O-])c1ccc(S(=O)(=O)NN=CCCc2ccccc2)cc1
-0.5%,Cc1ccc(OCCOCCn2c(-c3ccc(Cl)cc3)nc3ccccc3c2=O)cc1
8.9%,COc1ccc(CNC(=S)Nc2cccc(Cl)c2)cc1
3.4%,CN1C(C(=O)c2ccccc2)=C(NC(=O)c2ccc(F)cc2)c2ccccc2S1(=O)=O
-4.9%,O=C(Cn1c(C(=O)c2ccccc2)nc2ccccc21)c1ccc(Cl)cc1
14.4%,CC(C)=CCc1cc(-c2oc3cc(O)cc(O)c3c(=O)c2O)ccc1O
-20.1%,NC(CSC(c1ccccc1)(c1ccccc1)c1cccc2ccccc12)C(=O)O (stereo not drawn)
-0.9%,O=C(OCCSCCOC(=O)C1CC=CCC1)C1CC=CCC1 (stereo not drawn)
12.8%,CN(C(=O)c1ccc(NC(=O)Cc2ccc(NC(=O)C3CCN(C(=O)CCc4ccccc4)CC3)cc2)cc1)C1CCCC1

Ordered by length of the SMILES (low to high): some entries from above
FEN1 inh,mol
-1.1%,Cc1nc(Cc2ccccc2)sc1CC#N
-6.9%,Oc1ccc(C=NN=Cc2ccco2)c(O)c1
0.0%,O=[N+]([O-])c1ccc(S(=O)(=O)NN=CCCc2ccccc2)cc1

The listing continues:
FEN1 inh,mol
-20.8%,Cc1cc(C)c2c(ccc3ccccc32)n1
u,COc1cccc(CN2C(=O)[C@@H]3Cc4c([nH]c5ccccc45)C(C)(C)N3C2=O)c1
3.3%,CC(C)CN(C(=O)COC(=O)c1ccccc1SCC(=O)N1CCCC1)C1CCS(=O)(=O)C1 (stereo not drawn)
3.1%,COc1ccc(C(=O)Nc2ccc(C)c(S(=O)(=O)N3CCOCC3)c2)cc1S(=O)(=O)N1CCCC1
33.1%,O=C(Cc1ccccc1)NCC1COc2ccccc2O1 (stereo not drawn)
-10.7%,CN(C(=O)c1ccc(NC(=O)Cc2cccc(NC(=O)C3CCCN(C(=O)CCc4ccccc4)C3)c2)cc1)C1CC1 (stereo not drawn)
-6.8%,O=C1C2C3C=CC(O3)C2C(=O)N1Nc1ccccc1 (stereo not drawn)
-2.0%,COC1=C(NCc2ccc3c(c2)OCO3)C(=O)C(OC)=C(NCc2ccc3c(c2)OCO3)C1=O
-16.9%,Cc1cc(O)c(C(C)C)cc1NC(=O)Nc1cc(Cl)ccc1Cl
-1.1%,O=C(O)c1ccn[nH]1
0.7%,O=C(Cc1ccc(NC(=O)C2CCCN(C(=O)CCc3ccccc3)C2)cc1)Nc1ccc(C(=O)N2CCOCC2)cc1 (stereo not drawn)
-26.3%,Cc1ccc(NC(=O)COc2ccccc2C(=O)Nc2ccccc2)cc1
-14.8%,O=c1[nH]c2c(-c3nc(-c4ccc(F)cc4)cs3)c(O)cn2c2ccc(Br)cc12
13.6%,Cc1ccc(S(=O)(=O)CCC(=O)OCC(=O)N(C)c2ccccc2)cc1
-14.6%,CC1CCN(c2nc3c(c(=O)[nH]c(=O)n3C)n2CCSc2ncccn2)CC1
-20.1%,COc1ccc(/C=C/c2cnc3ccccc3n2)cc1OC
-5.5%,CCC(C)c1nc2c(c(N3CCC3=O)c1-c1ccccc1)CCCC2 (stereo not drawn)
6.0%,CCc1nc2ccccc2c(=O)n1/N=C/c1ccc(OC)cc1
9.9%,C(CCc1nn[nH]n1)CCC1CCCCC1
5.5%,Cc1cccc(C)c1NC(=O)C1CC2CCC1C2 (stereo not drawn)
-0.8%,O=C1C(Nc2ccccc2)=CC(c2ccc(Br)cc2)N1c1ccccc1 (stereo not drawn)
-13.4%,CCCCC(=O)Nc1cc(OC)c(NC(=S)Nc2ccc(OC)cc2)cc1OC
10.6%,O=C(CN1CCN(S(=O)(=O)c2ccc(F)c(Cl)c2)CC1)N1CCc2ccccc2C1
-12.1%,CCOC(=O)c1c(NC(=O)COC(=O)CCNS(=O)(=O)c2ccccc2)sc(C(=O)NC)c1C
-1.9%,CCOC(=O)C1=C(C)N=c2sc(=C(C)C)c(=O)n2C1c1ccc(N(C)C)cc1 (stereo not drawn)
5.3%,CC1=CC(c2ccccc2)n2ncnc2N1 (stereo not drawn)
u,C(=Nc1ccc(/C=C/c2ccnc3ccccc23)cc1)c1cccs1
-8.9%,CN(C(=O)c1cccc(NC(=O)Cc2ccc(NC(=O)C3CCCN(C(=O)CCc4ccccc4)C3)cc2)c1)C1CCCC1 (stereo not drawn)
6.2%,Cc1occc1C(=O)Nc1cccc(/C=C/C(=O)O)c1
-2.1%,Nc1nc(Cl)nc2c1ncn2C1OCC(O)C(O)C1O (stereo not drawn)
-15.9%,O=C(NCCCNC(=O)c1c(Cl)cccc1Cl)c1c(Cl)cccc1Cl
-1.6%,O=C(Cc1cccc(NC(=O)C2CCCN(C(=O)CCc3ccccc3)C2)c1)Nc1cccc(C(=O)N2CCOCC2)c1 (stereo not drawn)
-29.7%,CCOc1ccc(-c2nn(-c3ccccc3)cc2C2NC(=O)NC(C)=C2C(=O)OC(C)C)cc1C (stereo not drawn)
0.7%,Cc1ccc(/C=N/NC(=O)CC2N=C(Cc3ccccc3)NNC2=O)cc1 (stereo not drawn)
17.0%&-2.8%,CCOC(=O)C[C@H]1c2ccccc2S(=O)(=O)N1C1CC1
22.4µM*,C[n+]1ccc(/C=C/c2ccc([N+](C)(C)C)cc2)c2ccccc21
7.0%,CCOC(=O)c1ccc(C(=O)NNC(=O)C2CC=CCC2)cc1 (stereo not drawn)
-10.3%,Cc1ccc(NC(=O)c2ccc(F)cc2F)cc1
20.9%,CCN(C(=O)COC(=O)/C=C/c1ccc2c(c1)OCO2)c1c(N)n(Cc2ccccc2)c(=O)[nH]c1=O
-13.8%,COc1ccc2c(=O)c3c(=O)n(Cc4ccccc4)c(C(C)C)nc3oc2c1
-1.9%,Cc1[nH]c2ccccc2c1C(=O)C(=O)N(C)c1ccccc1
0.4%,CCCOc1ccc(C2/C(=C(/O)c3ccccc3)C(=O)C(=O)N2CCCN(C)C)cc1OC (stereo not drawn)
-10.3%,C=C1C(=O)C2=CC1CCC(=O)C1(C)CCC(OC(C)=O)C(C)(C)C1CC2O (stereo not drawn)
-7.9%,Nc1nonc1-n1nnc(C(=O)N/N=C/c2ccccc2F)c1CN1CCOCC1
7.0%,CC1(C)COC(c2cc3c(cc2Br)OCO3)OC1
u,COc1cc2c(NC3CCN(C)CC3)nc(N3CCCCC3)nc2cc1OCCOCCN(C)C
1.8%,Cc1ccc(C(c2nnnn2C2CCCC2)N2CCN(c3nc4ccccc4s3)CC2)cc1 (stereo not drawn)
-18.0%,O=C(OCCn1c(=S)sc2ccccc21)c1ccccc1
-1.9%,CN(C)c1ncnc2c1ncn2CCn1cnc2c(N(C)C)ncnc21
-1.1%,CCc1nc(N2CCN(S(=O)(=O)c3ccc(Br)cc3)CC2)c2c(C)c(C)sc2n1
-0.7%,COc1ccc(C(=O)N2CCN(C(=O)COc3ccccc3)CC2)cc1OC
-2.8%,O=C(OCCOCn1cc(Br)c(=O)[nH]c1=O)c1ccccc1
-4.9%,COc1ccc(-c2c(C#N)c(N)nc3c2CCCC3)cc1OC
-2.2%,Cn1cnc([N+](=O)[O-])c1Sc1nc(N)nc2c1ncn2Cc1ccccc1
9.3%,C=CCn1c(=O)n(C)c2c(=O)n(C)c(=O)n(C)c21
-0.5%,CC(NC(=O)C1CCCC1)c1ccccc1 (stereo not drawn)
3.9%,Cc1ccc(NS(=O)(=O)c2ccc(C)c(C(=O)Nc3ccc(S(=O)(=O)Nc4onc(C)c4C)cc3)c2)cc1
-9.1%,COc1ccc(CCN2CCC(CN3C(=S)NC[C@@H]3CC(C)C)CC2)cc1OC
-1.2%,COCCOC(=O)c1c(C)oc2ccc(O)c(CN3CCC(C)CC3)c12 (tested in a mixture with another compound)
-17.4%,Cc1cc(-c2ccc([N+](=O)[O-])cc2)cc(C)n1

Additional records:
FEN1 inh,mol
0.8%,COc1cc(/C=N/NC(=O)CNS(=O)(=O)c2ccc(C)cc2)cc(OC)c1OC
-9.9%,CSC(=Nc1ccccc1)N=C(SCc1ccccc1)N(C)C
-7.9%,CCSc1ncc(Cl)c(C(=O)Nc2sc3c(c2C(=O)NCCOC)CCCC3)n1
-6.0%,CN1C[C@@H]2[C@@H]3C(=O)N(Cc4ccccc4)C(=O)[C@@H]3[C@](C)(C1=O)N2C(=O)c1ccc(F)cc1
-1.4%,O=C(Nc1cccc(C(F)(F)F)c1)OCc1ccncc1
-16.9%,Cc1ccc(-c2csc3ncnc(Sc4nnnn4-c4ccccc4)c23)cc1
-2.6%,COc1ccc(CCNCc2ccc(-c3ccccc3)cc2)cc1OC
-9.1%,Cc1cc(Nc2cc(Cl)nc(Sc3ccc(NC(=O)C4CC4)cc3)n2)n[nH]1
u,Clc1ccc(/C=C/c2ccnc3ccccc23)c(Cl)c1
u,Cc1cnc(C=NNC(N)=S)c2cccc(N)c12
-1.4%,CCN1C[C@@H]2[C@@H]3C(=O)N(Cc4ccccc4)C(=O)[C@@H]3[C@](C)(C1=O)N2C(=O)c1ccccc1
-1.8%,O=C(Cc1ccccc1)NCc1nc2ccccc2[nH]1
-20.4%,CCN(C(=O)CSc1nnc(-c2cc(OC)c(OC)c(OC)c2)o1)c1ccccc1
35.5µM*,O=S(=O)(O)c1cc(O)c(N=Nc2ccc(O)cc2O)c2ccccc12
-3.1%,O=C(Cc1cccc(NC(=O)C2CCCN(C(=O)C3CCCCC3)C2)c1)Nc1ccc(C(=O)N2CCOCC2)cc1 (stereo not drawn)
-3.5%,COc1cc(C)c(C2NC(=O)c3ccccc3N2)cc1C (stereo not drawn)
-2.0%,COc1ccc(S(=O)(=O)N(CC(=O)Nc2cc(C)cc(C)c2)c2ccc(Cl)cc2)cc1
-4.9%,COc1cc2sc3ccc(-c4ccc(N(C)C)nc4)cc3c(=O)c2cc1OC
-0.4%,CCOC(=O)NC1CCc2cc(OC)c(OC)c(OC)c2-c2ccc(OC)c(=O)cc21 (stereo not drawn)
3.6%,O=C(CCN1CCC2CCC(C2)C1)c1ccc(F)cc1 (stereo not drawn)
-25.9%,Cc1c(Cl)cccc1NS(=O)(=O)c1ccc(NS(=O)(=O)c2ccc3c(c2)OCCO3)cc1
-2.0%,C=CCOc1ccc2c3c(c(=O)oc2c1)CCCC3
-10.3%,COc1ccc(-c2cnc(C)o2)cc1S(=O)(=O)Nc1ccc(C)c(F)c1
-1.2%,c1ncc2snnc2n1
-0.9%,COC(=O)C1=C(C)N(CCCC(=O)O)C(=O)NC1c1ccccc1Cl (stereo not drawn)
-1.7%,CC1(C)CC(=O)c2cc(C(=O)Nc3ccccc3)c(=O)[nH]c2C1
-3.3%,Cn1c(OCc2cccnc2)nc2c1c(=O)n(Cc1ccc(Cl)cc1)c(=O)n2C
2.7%,Cc1ncc([N+](=O)[O-])n1S(=O)(=O)c1ccc2c(c1)OCCO2
-8.8%,Nc1ccc(N=Nc2ccccc2O)c(N)c1

Structures shown so far that have a Cl atom (14):
FEN1 inh,mol
-0.5%,Cc1ccc(OCCOCCn2c(-c3ccc(Cl)cc3)nc3ccccc3c2=O)cc1
8.9%,COc1ccc(CNC(=S)Nc2cccc(Cl)c2)cc1
-4.9%,O=C(Cn1c(C(=O)c2ccccc2)nc2ccccc21)c1ccc(Cl)cc1
-16.9%,Cc1cc(O)c(C(C)C)cc1NC(=O)Nc1cc(Cl)ccc1Cl
10.6%,O=C(CN1CCN(S(=O)(=O)c2ccc(F)c(Cl)c2)CC1)N1CCc2ccccc2C1
-2.1%,Nc1nc(Cl)nc2c1ncn2C1OCC(O)C(O)C1O (stereo not drawn)
-15.9%,O=C(NCCCNC(=O)c1c(Cl)cccc1Cl)c1c(Cl)cccc1Cl
-7.9%,CCSc1ncc(Cl)c(C(=O)Nc2sc3c(c2C(=O)NCCOC)CCCC3)n1
-9.1%,Cc1cc(Nc2cc(Cl)nc(Sc3ccc(NC(=O)C4CC4)cc3)n2)n[nH]1
u,Clc1ccc(/C=C/c2ccnc3ccccc23)c(Cl)c1
-2.0%,COc1ccc(S(=O)(=O)N(CC(=O)Nc2cc(C)cc(C)c2)c2ccc(Cl)cc2)cc1
-25.9%,Cc1c(Cl)cccc1NS(=O)(=O)c1ccc(NS(=O)(=O)c2ccc3c(c2)OCCO3)cc1
-0.9%,COC(=O)C1=C(C)N(CCCC(=O)O)C(=O)NC1c1ccccc1Cl (stereo not drawn)
-3.3%,Cn1c(OCc2cccnc2)nc2c1c(=O)n(Cc1ccc(Cl)cc1)c(=O)n2C

High-throughput results from PubChem BioAssay.

Not all compounds are listed (hit frequency here may not be typical).
